Compound activity from PubChem BioAssay.
TLR9-MyD88 inh = blocks human TLR9 binding to MyD88. CHO BLA complementation TLR9-MyD88, CCF4 FRET ratio. inhibition, % at 4.98 µM. Q9NR96+Q99836. 0.21% of 340,000 active;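 active = inhibition above the mean over all tested compounds plus 3 SD, cut at about 21% in these data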;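 note: 0% = DMSO only wells and 100% = clavulanate BLA inhibitor control wells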
NOD2 RIPK2 PPI = blocks binding of human NOD2 to RIPK2 | 0.38% of 360,000 active | inhibition, % at 4.98 µM | CHO BLA complementation NOD2-RIPK2, CCF4 ratio | AID 624267 | O43353; in the data active = inhibition above about 21%;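 note: 0% = vehicle only and 100% = reference blocker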
NCOA3 inh = human NCOA3 inhibition. 0.17% of 360,000 active. Q9Y6Q9. HEK293 GAL4-SRC3 luciferase reporter, luminescence. inhibition, % at 3.6 µM;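 active = inhibition above a per-campaign cutoff, the mean of all compounds plus 3 SD, cut at about 60% in these data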;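 note: 0% = DMSO-treated cells and 100% = gossypol-treated cells at 36 µM; higher means less SRC3-driven luciferase light from the GAL4 reporter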
SRC1 inh = inhibitors of human steroid receptor coactivator 1 (SRC1); Q15788; HEK293 GAL4-SRC1 luciferase reporter, luminescence; inhibition, % at 3.6 µM; 0.12% of 360,000 active;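 active = inhibition above the campaign mean plus 3 SD, with each screening campaign given its own cutoff, cut at about 60% in these data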;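 note: 0% = DMSO treated cells and 100% = gossypol at 36 µM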
NR5A2 inv ag = NR5A2 inverse agonism in reporter assay | O00482 | HEK293T StAR-luciferase reporter, LRH-1 transfected, 24 h | inhibition, % at 3.6 µM | 0.13% of 360,000 active;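 active = inhibition above the mean inhibition of all tested compounds plus 3 SD, cut at about 73% in these data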;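 note: 0% = DMSO wells and 100% = reporter-only cells lacking LRH-1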
Vif imaging = blocks HIV Vif function; 0.35% of 340,000 active; HEK293T cells, Vif self-association by quenched fluorescence, imaging, 24 h; inhibition, % at 7.49 µM; in the data active = inhibition above about 50%, passing the limit was not always enough; note: some results filed as inactive read as strong as hits
SRC2 inh = inhibits human steroid receptor coactivator 2. Q15596. HEK293 GAL4-SRC2 luciferase reporter, luminescence. inhibition, % at 9 µM. 0.17% of 370,000 active. AID 651957;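 active = inhibition above the mean inhibition of all tested compounds plus 3 SD, set per campaign, cut at about 52% in these data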;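 note: 0% = DMSO treated cells and 100% = cells given Gossypol at 36 µM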
Target sequence (Q15596 whole entry, looked up, the tested form may be a part): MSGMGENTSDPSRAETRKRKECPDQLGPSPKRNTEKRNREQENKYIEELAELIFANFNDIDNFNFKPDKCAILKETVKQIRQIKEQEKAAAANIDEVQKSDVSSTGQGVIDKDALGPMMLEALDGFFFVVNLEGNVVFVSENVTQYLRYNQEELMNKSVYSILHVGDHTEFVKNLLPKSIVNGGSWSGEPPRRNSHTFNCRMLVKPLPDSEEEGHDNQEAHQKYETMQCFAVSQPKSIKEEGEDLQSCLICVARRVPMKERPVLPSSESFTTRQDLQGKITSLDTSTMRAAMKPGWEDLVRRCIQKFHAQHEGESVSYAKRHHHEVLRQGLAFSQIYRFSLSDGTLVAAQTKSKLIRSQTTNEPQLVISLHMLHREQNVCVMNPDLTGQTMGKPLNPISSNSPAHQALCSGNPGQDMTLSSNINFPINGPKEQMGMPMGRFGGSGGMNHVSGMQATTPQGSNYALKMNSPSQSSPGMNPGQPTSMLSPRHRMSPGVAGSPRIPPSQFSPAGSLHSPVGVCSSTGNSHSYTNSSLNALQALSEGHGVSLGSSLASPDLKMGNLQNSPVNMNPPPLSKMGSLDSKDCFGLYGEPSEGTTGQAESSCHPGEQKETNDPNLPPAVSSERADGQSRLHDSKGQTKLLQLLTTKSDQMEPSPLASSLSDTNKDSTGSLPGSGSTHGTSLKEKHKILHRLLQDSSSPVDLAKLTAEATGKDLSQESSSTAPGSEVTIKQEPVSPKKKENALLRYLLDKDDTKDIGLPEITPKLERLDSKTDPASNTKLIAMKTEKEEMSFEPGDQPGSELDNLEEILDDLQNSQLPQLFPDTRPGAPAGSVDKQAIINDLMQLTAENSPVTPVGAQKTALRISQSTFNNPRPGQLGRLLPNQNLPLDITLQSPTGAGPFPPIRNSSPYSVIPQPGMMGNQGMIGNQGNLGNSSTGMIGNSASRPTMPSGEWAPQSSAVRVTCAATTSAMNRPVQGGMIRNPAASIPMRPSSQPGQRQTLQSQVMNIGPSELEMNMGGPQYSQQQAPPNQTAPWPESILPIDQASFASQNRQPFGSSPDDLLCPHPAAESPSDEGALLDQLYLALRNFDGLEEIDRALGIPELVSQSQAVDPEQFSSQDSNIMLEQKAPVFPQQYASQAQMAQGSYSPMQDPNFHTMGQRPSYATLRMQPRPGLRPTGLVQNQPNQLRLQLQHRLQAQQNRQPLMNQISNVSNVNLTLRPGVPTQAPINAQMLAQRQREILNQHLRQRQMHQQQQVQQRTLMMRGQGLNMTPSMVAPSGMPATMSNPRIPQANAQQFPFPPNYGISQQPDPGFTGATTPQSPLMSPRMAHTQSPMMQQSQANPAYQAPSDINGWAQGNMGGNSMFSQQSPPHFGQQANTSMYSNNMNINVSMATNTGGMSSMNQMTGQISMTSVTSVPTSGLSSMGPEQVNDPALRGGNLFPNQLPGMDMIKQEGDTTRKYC
C8 TRAIL sens = sensitizes caspase-8 expressing cells to TRAIL; NB7+C8 cells + TRAIL, ATPlite viability luminescence; inhibition (viability loss, TRAIL sensitization), % at 10 µM; AID 624354; 1% of 360,000 active;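 active = compounds causing at least 50% loss of cell viability in the single-dose screen, relative to plate controls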
LMP1 NFkB inh = inhibitors of Epstein-Barr LMP1-induced NF-kappaB reporter; LMP1-induced NF-kappaB luciferase reporter cells, luminescence; inhibition, % at 12.5 µM; 0.69% of 350,000 active; in the data active = inhibition above about 41%;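 note: 0% = neutral control wells and 100% = reference inhibitor control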
COUP-TFII inh = inhibitors of human COUP-TFII (NR2F2) | P24468 | HEK293T NGFI-A luciferase reporter, luminescence | inhibition, % at 8.6 µM | 0.7% of 370,000 active | AID 686940;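 active = inhibition above a per-plate cutoff, mean inhibition of test wells between control levels plus 3 SD, cut at about 38% in these data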;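 note: cells cotransfected with COUP-TFII expression vector driving the NGFI-A reporter; 0% = median of COUP-TF2 test wells and 100% = reporter-only cells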
TROY signal inh = blocks TROY-dependent signaling in reporter cells | 0.98% of 360,000 active | inhibition, % at 10 µM | Q293 LMP1-TROYcd NF-kB luciferase reporter, 4 h;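 active = compounds whose plate-normalised and pattern-corrected inhibition of the luciferase reporter signal at the single screening dose is 50% or more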
An asterisk follows results filed as active.

How did CSc1ccc(NC(=O)/C=C/C(=O)O)cc1 do in these assays?
TLR9-MyD88 inh: 2; NOD2 RIPK2 PPI: -2; NCOA3 inh: 15; SRC1 inh: 2; NR5A2 inv ag: -8; Vif imaging: -2; SRC2 inh: -8; C8 TRAIL sens: 1; LMP1 NFkB inh: -6; COUP-TFII inh: 2; TROY signal inh: 46

How did CCC(=O)c1ccc(OCc2ccc(C(=O)OC)cc2)cc1 do in these assays?
TLR9-MyD88 inh: 4; NOD2 RIPK2 PPI: 1; NCOA3 inh: -67; SRC1 inh: -92; NR5A2 inv ag: -170; Vif imaging: -11; SRC2 inh: -72; C8 TRAIL sens: -14; LMP1 NFkB inh: -11; COUP-TFII inh: -40; TROY signal inh: -40

What do the screens show for `COc1ccccc1NC(=O)c1ccc2c(=O)n3c(nc2c1)CCC3`?
TLR9-MyD88 inh: -2; NOD2 RIPK2 PPI: -3; NCOA3 inh: -18; SRC1 inh: -14; NR5A2 inv ag: -29; Vif imaging: -4; SRC2 inh: -4; C8 TRAIL sens: 7; LMP1 NFkB inh: -7; COUP-TFII inh: 18; TROY signal inh: -44

Results for OC1(c2ccccc2F)CCN(Cc2nnnn2CCc2ccccc2)CC1 ?
TLR9-MyD88 inh: 5; NOD2 RIPK2 PPI: -13; NCOA3 inh: 13; SRC1 inh: 7; NR5A2 inv ag: 1; Vif imaging: 1; SRC2 inh: 2; C8 TRAIL sens: 6; LMP1 NFkB inh: -7; COUP-TFII inh: 14; TROY signal inh: -6

How did COC(=O)C(Cc1c[nH]c2ccccc12)NC(C)=O (stereo not drawn) do in these assays?
TLR9-MyD88 inh: -15; NOD2 RIPK2 PPI: -4; NCOA3 inh: 9; SRC1 inh: 9; NR5A2 inv ag: 7; Vif imaging: 2; SRC2 inh: -3; C8 TRAIL sens: 8; LMP1 NFkB inh: 0; COUP-TFII inh: -7; TROY signal inh: 4

What do the screens show for `C[C@@H]1CN([C@H](C)CO)C(=O)CCCn2cc(nn2)CO[C@H]1CN(C)C(=O)CCC(F)(F)F`?
TLR9-MyD88 inh: -3; NOD2 RIPK2 PPI: -9; NCOA3 inh: -2; SRC1 inh: 12; NR5A2 inv ag: -14; Vif imaging: 3; SRC2 inh: 10; C8 TRAIL sens: -1; LMP1 NFkB inh: 1; COUP-TFII inh: -11; TROY signal inh: -4

How did Cc1ccc(NC(=O)c2cc3c(CO)cnc(C)c3oc2=Nc2cccc(C(N)=O)c2)cc1 do in these assays?
TLR9-MyD88 inh: 2; NOD2 RIPK2 PPI: -8; NCOA3 inh: -15; SRC1 inh: 23; NR5A2 inv ag: 4; Vif imaging: 9; SRC2 inh: 6; C8 TRAIL sens: 21; LMP1 NFkB inh: 13; COUP-TFII inh: -3; TROY signal inh: -8

How did CCOC(=O)c1ccc(-n2c(CN3CCC(O)CC3)nc3ccc([N+](=O)[O-])cc3c2=O)cc1 do in these assays?
TLR9-MyD88 inh: -5; NOD2 RIPK2 PPI: 0; NCOA3 inh: -7; SRC1 inh: -14; NR5A2 inv ag: -13; Vif imaging: 7; SRC2 inh: -50; C8 TRAIL sens: 1; LMP1 NFkB inh: -6; COUP-TFII inh: -16; TROY signal inh: 53*

Results for O=C(CSc1nnc(-c2ccc(O)cc2)n1-c1ccccc1)CC(=O)Nc1ccccc1 ?
TLR9-MyD88 inh: -2; NOD2 RIPK2 PPI: -6; NCOA3 inh: -4; SRC1 inh: 0; NR5A2 inv ag: 14; Vif imaging: -2; SRC2 inh: -9; C8 TRAIL sens: 2; LMP1 NFkB inh: -13; COUP-TFII inh: 5; TROY signal inh: 3

How did Cc1cc2c(cc1C)CN(c1ccccc1)C2 do in these assays?
TLR9-MyD88 inh: 1; NOD2 RIPK2 PPI: 2; NCOA3 inh: -129; SRC1 inh: -105; NR5A2 inv ag: -143; Vif imaging: 7; SRC2 inh: -78; C8 TRAIL sens: 16; LMP1 NFkB inh: -50; COUP-TFII inh: -43; TROY signal inh: 8

Results for CCc1ccc(NC(=O)C2CCN(S(=O)(=O)c3c(C)[nH]c(=O)[nH]c3=O)CC2)cc1 ?
TLR9-MyD88 inh: 5; NOD2 RIPK2 PPI: 1; NCOA3 inh: -12; SRC1 inh: 9; NR5A2 inv ag: 8; Vif imaging: -2; SRC2 inh: -16; C8 TRAIL sens: 8; LMP1 NFkB inh: -21; COUP-TFII inh: -23; TROY signal inh: -13

What do the screens show for `CCC1Oc2ccccc2N(CC(=O)N2CCOCC2)C1=O` (stereo not drawn)?
TLR9-MyD88 inh: -3; NOD2 RIPK2 PPI: -7; NCOA3 inh: -10; SRC1 inh: 7; NR5A2 inv ag: -13; Vif imaging: 31; SRC2 inh: 20; C8 TRAIL sens: -1; LMP1 NFkB inh: -3; COUP-TFII inh: -2; TROY signal inh: -8

How did CCOc1ccc(C(=O)OCc2nnc(-c3cccs3)o2)cc1OC do in these assays?
TLR9-MyD88 inh: -6; NOD2 RIPK2 PPI: -6; NCOA3 inh: 2; SRC1 inh: 8; NR5A2 inv ag: 5; Vif imaging: 12; SRC2 inh: -1; C8 TRAIL sens: -9; LMP1 NFkB inh: 8; COUP-TFII inh: 1; TROY signal inh: -21

Results for O=C(C1CCCN(S(=O)(=O)c2cc(Cl)ccc2Cl)C1)N1CCOCC1 (stereo not drawn) ?
TLR9-MyD88 inh: 2; NOD2 RIPK2 PPI: -10; NCOA3 inh: 10; SRC1 inh: -1; NR5A2 inv ag: 0; Vif imaging: 17; SRC2 inh: 30; C8 TRAIL sens: -5; LMP1 NFkB inh: -3; COUP-TFII inh: -14; TROY signal inh: -8

Results for COCCOC(=O)C1=C(C)NC2=C(C(=O)CC(C)(C)C2)C1c1cccnc1 (stereo not drawn) ?
TLR9-MyD88 inh: 9; NOD2 RIPK2 PPI: -102; NCOA3 inh: -12; SRC1 inh: 0; NR5A2 inv ag: -9; Vif imaging: 8; SRC2 inh: -13; C8 TRAIL sens: 4; LMP1 NFkB inh: -14; COUP-TFII inh: -2; TROY signal inh: 4

Results for NC(=O)C1(NC2CCCCC2)CCN(Cc2ccccc2)CC1 ?
TLR9-MyD88 inh: -16; NOD2 RIPK2 PPI: -8; NCOA3 inh: -2; SRC1 inh: -23; NR5A2 inv ag: 16; Vif imaging: 16; SRC2 inh: 15; C8 TRAIL sens: -5; LMP1 NFkB inh: -3; COUP-TFII inh: -5; TROY signal inh: -7

How did Cc1ccc(S(=O)(=O)N(C)CC(=O)NC2CC(C)(C)NC(C)(C)C2)cc1 do in these assays?
TLR9-MyD88 inh: 4; NOD2 RIPK2 PPI: -1; NCOA3 inh: 12; SRC1 inh: 4; NR5A2 inv ag: 17; SRC2 inh: 3; C8 TRAIL sens: -4; LMP1 NFkB inh: -5; COUP-TFII inh: 6; TROY signal inh: -28

What do the screens show for `CCOC(=O)N1CCN(C(=O)C2CCN(S(=O)(=O)c3ccc(OCC)cc3)CC2)CC1`?
TLR9-MyD88 inh: -2; NOD2 RIPK2 PPI: 0; NCOA3 inh: 12; SRC1 inh: -34; NR5A2 inv ag: -11; Vif imaging: 5; SRC2 inh: 9; C8 TRAIL sens: 12; LMP1 NFkB inh: 6; COUP-TFII inh: 17; TROY signal inh: 11

How did CNC(=O)NC(=O)C(OC(=O)CCNS(=O)(=O)c1ccccc1)c1ccccc1 (stereo not drawn) do in these assays?
TLR9-MyD88 inh: -5; NOD2 RIPK2 PPI: 0; NCOA3 inh: 5; SRC1 inh: -5; NR5A2 inv ag: 5; Vif imaging: 6; SRC2 inh: -11; C8 TRAIL sens: -12; LMP1 NFkB inh: 5; COUP-TFII inh: 12; TROY signal inh: 1

How did CCOC(=O)C1(Cc2ccccc2)CCN(Cc2cnn(-c3ccccc3)c2)CC1 do in these assays?
TLR9-MyD88 inh: 0; NOD2 RIPK2 PPI: 1; NCOA3 inh: 20; SRC1 inh: -6; NR5A2 inv ag: -12; Vif imaging: -4; SRC2 inh: 2; C8 TRAIL sens: 4; LMP1 NFkB inh: -6; COUP-TFII inh: 1; TROY signal inh: 21

Results for COc1ccc(N2C(=O)CC(N3CCN(Cc4ccc5c(c4)OCO5)CC3)C2=O)cc1 (stereo not drawn) ?
TLR9-MyD88 inh: -2; NOD2 RIPK2 PPI: 8; NCOA3 inh: -1; SRC1 inh: -25; NR5A2 inv ag: 9; Vif imaging: 6; SRC2 inh: -19; C8 TRAIL sens: -1; LMP1 NFkB inh: -8; COUP-TFII inh: -8; TROY signal inh: 19

Results for CC1(OC(=O)CCc2ccccc2)C(=O)C=C2C=C(c3ccc(C#N)cc3)N(c3ccccc3)C=C2C1=O (stereo not drawn) ?
TLR9-MyD88 inh: -3; NOD2 RIPK2 PPI: -16; NCOA3 inh: -7; SRC1 inh: 0; NR5A2 inv ag: 7; Vif imaging: -4; SRC2 inh: 17; C8 TRAIL sens: 7; LMP1 NFkB inh: -11; COUP-TFII inh: 0; TROY signal inh: -12

Results for Cc1ccccc1-c1cc2nc(Oc3cccc(F)c3)n(C)c(=O)c2s1 ?
NOD2 RIPK2 PPI: -4; NCOA3 inh: -11; SRC1 inh: 0; NR5A2 inv ag: -3; Vif imaging: -9; SRC2 inh: -45; C8 TRAIL sens: 9; COUP-TFII inh: -17; TROY signal inh: 4

How did Cc1ccc(S(=O)(=O)N2CCN(CCNC(=O)C(=O)NCc3ccccc3)CC2)cc1 do in these assays?
TLR9-MyD88 inh: 2; NOD2 RIPK2 PPI: -6; NCOA3 inh: 13; SRC1 inh: 6; NR5A2 inv ag: -9; Vif imaging: 13; SRC2 inh: 11; C8 TRAIL sens: 13; LMP1 NFkB inh: -1; COUP-TFII inh: 13; TROY signal inh: -12

What do the screens show for `CCN(CC)S(=O)(=O)c1ccc(Oc2ccccc2OC)cc1`?
TLR9-MyD88 inh: -1; NOD2 RIPK2 PPI: -6; NCOA3 inh: 0; SRC1 inh: 4; NR5A2 inv ag: -8; Vif imaging: 3; SRC2 inh: -6; C8 TRAIL sens: 21; LMP1 NFkB inh: -5; COUP-TFII inh: 14; TROY signal inh: -15

Results for COCCNC(=O)CCN1N=C(c2ccccc2)CCC1=O ?
TLR9-MyD88 inh: 0; NOD2 RIPK2 PPI: 6; NCOA3 inh: -13; SRC1 inh: 13; NR5A2 inv ag: 17; Vif imaging: -8; SRC2 inh: -23; C8 TRAIL sens: 3; LMP1 NFkB inh: -4; COUP-TFII inh: 1; TROY signal inh: 8

Results for CCN(CC)C(=O)c1ccc2c(=O)n(Cc3ccc4c(c3)OCO4)c(=S)[nH]c2c1 ?
TLR9-MyD88 inh: 1; NOD2 RIPK2 PPI: -17; NCOA3 inh: 13; SRC1 inh: 18; NR5A2 inv ag: 15; Vif imaging: -7; SRC2 inh: -24; C8 TRAIL sens: -4; LMP1 NFkB inh: -4; COUP-TFII inh: -6; TROY signal inh: 23

What do the screens show for `CCS(=O)(=O)N1CCN(C(=O)c2cccc(OC)c2)CC1`?
TLR9-MyD88 inh: -6; NOD2 RIPK2 PPI: -2; NCOA3 inh: -12; SRC1 inh: 4; NR5A2 inv ag: 8; SRC2 inh: -12; C8 TRAIL sens: -3; LMP1 NFkB inh: 4; COUP-TFII inh: -9; TROY signal inh: -22

Only part of the results is shown; count on the stated rates, not on these rows.
